Source: PubChem (National Center for Advancing Translational Sciences (NCATS))
aSyn tox rescue: inhibitors of alpha-synuclein toxicity in yeast; S. cerevisiae alpha-synuclein toxicity rescue, BacTiter-Glo growth, 24 h; AID 1347070; 94,000 compounds, 0.02% hits; Potency, µM (highest dose often 46.1 µM), for inactives: top-dose growth rescue (activation), most hits filed as activators; active = well fitted activation curve with a large enough effect; inconclusive = small, poorly fitted or top-dose-only effect; note: 0% is about no effect
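Growth restoration measured by BacTiter-Glo luminescence after 24 hr at 30 deg C; alpha-synuclein yeast, raffinose-pregrown to mid-log, were added at OD600=0.02 in galactose medium onto pinned compounds.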
Starred values were filed as active, the others as inactive; u = inconclusive; & = joins results of further samples; [ ] = another dose, or the depositor's remark. Potency is the fitted concentration of half-maximal effect. These rows are one share of the data; count on the stated rates, not on these rows.

Start of the data: the first 2 entries, to show the layout:
SMILES | aSyn tox rescue
CC(C)c1nn2c(=O)cc(COC(=O)c3ccc(NC(=O)COc4ccccc4)cc3)nc2s1 | -2%
COC(=O)c1cc(NC2c3ccccc3C(=O)N2c2ccc(Cl)cn2)cc(C(=O)OC)c1 (stereo not given) | -2%

The listing (from the top)
SMILES | aSyn tox rescue
CC(C)c1nn2c(=O)cc(COC(=O)c3ccc(NC(=O)COc4ccccc4)cc3)nc2s1 | -2%
COC(=O)c1cc(NC2c3ccccc3C(=O)N2c2ccc(Cl)cn2)cc(C(=O)OC)c1 (stereo not given) | -2%
COc1cccc(C(=O)N(Cc2ccc(C)o2)C2CCS(=O)(=O)C2)c1 (stereo not given) | -4%
CCC(C)(C)NC(=O)c1ccc(Sc2nncn2C)c([N+](=O)[O-])c1 | -8%
CSc1nc(=S)cc(C)[nH]1 | -17%
N#Cc1ccsc1NC(=O)C1CCCN1S(=O)(=O)c1cccs1 (stereo not given) | -6%
CCOC(=O)c1ccccc1NC(=O)NCc1c(-n2cccc2)sc2c1CCCC2 | 3%
Cc1cc(C)c(C#N)c(SCc2nc3ccccc3c(=O)[nH]2)n1 | 4%
N#Cc1cc2c(=O)n3ccccc3nc2n(-c2nnc(SCc3ccccc3F)s2)c1=O | 3%
CCN(C(=O)c1cc2c(=O)[nH]c3ccc(C)cc3c2s1)c1ccccc1C | 13%
CCc1ccccc1NC(=O)Nc1ccc2c(c1)N(CC)C(=O)c1ccccc1S2 | 2%
COC(=O)C(Cc1c[nH]c2ccccc12)NC(=O)CCNC(=O)c1ccco1 (stereo not given) | -4%
Cc1cc(C)cc(N(CC(=O)NCc2ccccc2Cl)S(=O)(=O)c2c(C)noc2C)c1 | -3%
COc1ccc(CNc2ncnc3c2c(-c2ccccc2)cn3-c2cccc(C)c2)cc1 | 8%
COc1ccc(CCN2CC(C(=O)NCc3ccon3)CCC2=O)cc1 (stereo not given) | -6%
CCc1ccc(NCc2cc3cc4c(cc3n(CC(=O)Nc3ccccc3C)c2=O)OCCO4)cc1 | -2%
Cc1ccccc1C(=O)Nc1sc2c(c1C(=O)NCc1ccco1)CCC(C(C)(C)C)C2 (stereo not given) | -4%
Cc1cc(C(=O)N2CCN(c3cccc(C)c3C)CC2)c2c(C)nn(-c3ccccc3)c2n1 | -16%
O=C(NCCc1ccc(Cl)cc1)c1cnc2sc(N3CCCCC3)nn2c1=O | 0%
COc1ccc(/C=C/c2nc3ccccc3c(=O)n2-c2cccc(C(=O)O)c2)cc1 | -35%[inhibitor]
COc1cc2c(cc1OC)CN(S(=O)(=O)/C=C/c1ccccc1)CC2 | 6%
COC(=O)c1c(SCC(=O)Nc2ccccc2OC)[nH]c2ccccc2c1=O | 0%
COc1cccc(Cn2c(=O)n(CC3CCC(C(=O)NC(C)C)CC3)c(=O)c3sccc32)c1 (stereo not given) | -6%
CCc1noc(C)c1C(=O)Nc1cc(S(=O)(=O)N(CC)CC)ccc1N1CCCC1 | 6%
Cc1ccc2c(c1)N(C(=O)CCC(=O)NCc1cccc(Br)c1)CC(C)O2 (stereo not given) | -3%
Cn1cccc1/C=N/NC(=O)Cc1ccccc1 | 2%
COc1ccccc1OC(C)C(=O)Nc1c(C(=O)c2ccc(Cl)cc2)oc2ccccc12 (stereo not given) | 5%
O=C(Cc1ccc(F)cc1)OCn1nnc2ccccc2c1=O | 5%
COc1ccc(N2CCN(S(=O)(=O)CCNC(=O)COc3ccccc3F)CC2)cc1 | 4%
Cc1ccc(NC(=S)Nc2ccccn2)cc1C | 5%
COc1ccc(OC)c(S(=O)(=O)Nc2cc3c4c(c2)CC(=O)N4CCC3)c1 | 7%
O=c1c(N2CCN(c3cccc(Cl)c3)CC2)csc2ccccc12 | 2%
O=C(Nc1cccc(C(F)(F)F)c1)c1ccc(F)c(S(=O)(=O)N2CCc3ccccc3C2)c1 | -5%
CC(C)(C#CCN1CCCCC1)OCCOC(c1ccccc1)c1ccccc1 | 4%
CN(CC(=O)Nc1ccc2c(c1)OCCO2)S(=O)(=O)c1ccc(F)cc1 | -6%
CCOc1cc(C2CC(=O)N3CN(C4CCCCC4)CSC3=C2C#N)ccc1O (stereo not given) | 1%
CCOC(=O)C1=C(COC(=O)c2ccc(C)c(S(=O)(=O)N3CCOCC3)c2)NC(=O)NC1C (stereo not given) | 1%
C[C@@H]1CN([C@H](C)CO)C(=O)c2c(c3ccccc3n2C)-c2ccccc2CO[C@@H]1CN(C)S(=O)(=O)c1cccs1 | 1%
O=C(c1ccccc1)N1CCN(C(=O)c2ccc3c(c2)OCCO3)CC1 | -2%
CC(NC(=O)C12CC3(C)CC(C)(CC(C)(C3)C1)C2)C(=O)O (stereo not given) | 2%
O=C1Cc2ccccc2C(=O)N1OCc1ccc(Cl)cc1 | 2%
CC1=CC(=O)C(C(C)=Nc2ccccc2Cl)C(=O)O1 (stereo not given) | -2%
COc1ccc(Cl)cc1NC(=O)CCc1nc(-c2ccccc2F)no1 | 9%&0%
COc1ccc(Br)cc1[C@@H]1Nc2ccc(C(=O)O)cc2[C@@H]2C=CC[C@@H]21 | 9%
Cc1ccc(-c2cc(NC(=O)COc3ccc(Cl)cc3C)on2)cc1 | 0%
CCOc1ccc(NS(=O)(=O)c2cc(C(=O)N3CCN(c4ccccc4O)CC3)ccc2Cl)cc1 | 15%
Cc1cccc(OCC(=O)N(Cc2ccc(N(C)C)cc2)Cc2ccco2)c1C | 0%
Cn1c(CN2CCOCC2)nc2cc(NC(=O)c3ccccc3[N+](=O)[O-])ccc21 | -3%
COC(=O)C1C(O)CCC2CN3CCc4c([nH]c5ccccc45)C3CC21 (stereo not given) | 3%
CC(=O)NC(=S)Nc1ccc(S(=O)(=O)N(C)Cc2ccccc2)cc1 | 7%
Cc1ccc(C(=O)N2CCc3cc(CNC(=O)c4ccnn4C)ccc32)cc1 | -11%
COc1ccccc1C(=O)Nc1nc2nc(C)c(Cc3ccccc3)c(=O)n2[nH]1 | -7%
CCCc1nn2c(=O)cc(COC(=O)c3ccccc3NC(=O)c3ccc(Cl)cc3)nc2s1 | -4%
CCN(Cc1ccccc1)C(=O)c1cccs1 | 3%
COc1ccc(CSc2nc(C)cc(C)c2C#N)cc1 | 11%
Cc1ccc(NC(=O)Cn2cc(S(=O)(=O)Cc3cccc(Cl)c3)c3ccccc32)cc1C | -7%
COc1ccc(/C=C/C(=O)Nc2nc3n(n2)C(c2ccccc2)C=C(c2ccc(Cl)cc2)N3)cc1 (stereo not given) | -2%
Cc1cccc2c(=O)cc(CSc3ccccc3NC(=O)C(C)C)[nH]c12 | -1%
COc1ccc(C(=O)Nc2c(C(=O)c3ccccc3)oc3ccccc23)cc1 | -5%
COc1ccc(Cl)cc1NC(=O)COC(=O)CC(C)(C)CC1=NS(=O)(=O)c2ccccc2N1 | 6%
Later entries.
SMILES | aSyn tox rescue
O=c1c2[nH]c3ccc(F)cc3c2ncn1CC1CCCO1 (stereo not given) | -1%
COc1ccc(C(=O)O)cc1S(=O)(=O)NCCc1ccccn1 | 5%
CCOC(=O)C1CCN(S(=O)(=O)c2cc3c4c(c2)C(C)C(=O)N4CCC3)CC1 (stereo not given) | -4%
COc1ccc(-c2nc(CSCC(=O)NCCc3ccccc3)c(C)o2)cc1 | -9%
CCc1cccc(CC)c1NC(=O)c1ccc2c(c1)CCN2S(=O)(=O)c1ccccc1 | u
Nc1nonc1C(=O)N/N=C/c1ccc(-c2ccc(Cl)c(C(=O)O)c2)o1 | -4%
CC(NC(=O)CN1C(=O)COc2ccc(S(=O)(=O)N3CCCCCC3)cc21)c1ccccc1 (stereo not given) | 1%
S=C1SCN(CC2CC2)CN1CC1CC1 | -22%
O=C(Cc1ccccc1)NCc1n[nH]c(=S)n1-c1ccc(Br)cc1 | -8%
O=S(=O)(/C=C/c1ccccc1)N1CCN(Cc2ccccc2)CC1 | 1%
COc1ccc(Br)cc1CN1CCN(C(=O)c2ccc(F)cc2)CC1 | -4%
CCCc1cc(=O)[nH]c(SC/C=C/c2ccccc2)n1 | 4%
O=C(c1cn(CCOc2ccccc2F)c2ccccc12)C1CCCCC1 | 2%
O=C(NC1CC(=O)N(c2ccc(F)cc2)C1)c1ccc(S(=O)(=O)N2CCCC2)cc1 (stereo not given) | 2%
Cc1ccc2c(c1)N(C(=O)CCC(=O)NCC(C)c1ccccc1)CC(C)O2 (stereo not given) | -6%
CCOC(=O)c1ccc(N2C(=O)c3n[nH]c(-c4ccco4)c3C2c2ccccc2OC)cc1 (stereo not given) | 7%
CCOc1ccc(CNC(=O)c2cc3c(=O)n(Cc4cccs4)ccc3nc2C)cc1 | -4%
O=C(N/C(=C/c1cccc([N+](=O)[O-])c1)C(=O)N1CCCC1)c1ccccc1 | -6%
Cc1ccc(-n2c(=O)[nH]c3sc4c(c3c2=O)CCNC4)cc1C | 6%
C=CCn1c(SCC(=O)NC(N)=O)nnc1-c1cc2c(s1)CCC(CC)C2 (stereo not given) | -4%
CCc1ccccc1NC(=O)c1nc2nc(C)cc(C(F)F)n2n1 | -4%
Cc1ccc(NCc2nc3ccccc3n2CCOc2ccccc2)cc1 | u
C=CCN(c1ccccc1)S(=O)(=O)c1ccc2c(c1)NC(=O)C(C)C(=O)N2 (stereo not given) | 4%
COc1ccc(NC(=O)CC(C)S(=O)(=O)c2ccc3c(c2)NC(=O)CO3)cc1OC (stereo not given) | 1%
Cc1nn(C)c(C)c1/C=C(\C#N)S(=O)(=O)c1ccc(F)cc1 | -12%
COC(=O)c1ccccc1NC(=O)CCC(=O)N1CCOc2ccccc21 | 7%
COc1ccccc1NC(=O)C1Cc2ccccc2CN1C(=O)c1ccco1 (stereo not given) | 7%
Cc1ccc(C(C)C)c(OCC(=O)Nc2cccc(-c3nc4ncccc4o3)c2)c1 | 0%
CCOC(=O)c1ccc(NC(=O)CC2C(=O)N(c3ccc(F)cc3)C(=O)N2Cc2ccc(C)cc2)cc1 (stereo not given) | 0%
CCOc1ccc(OCC)c(NS(=O)(=O)c2c(C(=O)N3CCC(C)CC3)c(C)n(C)c2C)c1 | -8%
COc1cccc(CNC(=O)C2CCN(S(=O)(=O)c3ccc4c(ccn4C)c3)CC2)c1 | 2%
CC1(C)CC(=O)C2=C(C1)Nc1ccccc1[S@]2=O | 6%
Cc1ccc(S(=O)(=O)n2nc(-c3ccco3)nc2NCc2ccccc2Cl)cc1 | 16%
CN1OC[C@@H]2CN(S(=O)(=O)c3cccc(C(F)(F)F)c3)[C@H](c3ccc(-c4cc5ccccc5o4)cc3)C[C@@H]21 | -12%
CC1CCCCC1NC(=O)CSc1nncn1N (stereo not given) | 10%
Cc1cccc(NC2=CC(c3cccc(Br)c3)N(c3cccc(C)c3)C2=O)c1 (stereo not given) | 5%
CC(C)CC1(C)NC(=O)N(CC(=O)Nc2cccc(S(=O)(=O)N(C)c3ccccc3)c2)C1=O (stereo not given) | -10%
O=C(NNC(=S)NC1CC2CCC1C2)c1ccc(Cl)cc1 (stereo not given) | -20%
CC(=O)c1cc(C#N)c(NCc2ccccc2)nc1C | -1%
Cc1nc2ccc(S(=O)(=O)N(CC(=O)Nc3ccc(Cl)cc3)Cc3ccccc3)cc2s1 | -8%
Cc1ccc(S(=O)(=O)c2nnn3c2nc(NCCc2ccccc2)c2sccc23)cc1 | -4%
Cc1ccc(OCCn2c(COc3ccc(Cl)cc3)nc3ccccc32)cc1 | 4%
C[C@H]1CN([C@@H](C)CO)S(=O)(=O)c2ccc(Br)cc2O[C@@H]1CN(C)C(=O)Nc1ccc2c(c1)OCO2 | -5%
CCN(Cc1ccccc1)C(=O)c1cc2c(s1)-c1c(C)cccc1OC2 | 1%
Cc1ccc(-c2nnc(SCCOc3ccccc3)o2)cc1 | 0%
Cc1cc(C(F)(F)F)c2c(N)c(C(=O)Nc3c(Cl)cccc3Cl)sc2n1 | 1%
O=C(Nc1ccc2nc(SCC(=O)N3CCCC3)sc2c1)c1cccc(Cl)c1 | -12%
Cc1nnc2c(Nc3cccc(O)c3)nc3ccccc3n12 | -3%
CCCCN(C)c1nnc(NC(=O)Nc2ccc(Br)c(C)c2)s1 | -6%
Cc1nnc(NC(=O)CSc2nc3c([nH]c4ccccc43)c(=O)n2-c2ccc(Cl)cc2)s1 | 7%

Laid out differently: results already given.
| SMILES | aSyn tox rescue |
| --- | --- |
| Cc1cccc(NC2=CC(c3cccc(Br)c3)N(c3cccc(C)c3)C2=O)c1 (stereo not given) | 5% |
| CC(C)CC1(C)NC(=O)N(CC(=O)Nc2cccc(S(=O)(=O)N(C)c3ccccc3)c2)C1=O (stereo not given) | -10% |
| O=C(NNC(=S)NC1CC2CCC1C2)c1ccc(Cl)cc1 (stereo not given) | -20% |
| CC(=O)c1cc(C#N)c(NCc2ccccc2)nc1C | -1% |
| Cc1nc2ccc(S(=O)(=O)N(CC(=O)Nc3ccc(Cl)cc3)Cc3ccccc3)cc2s1 | -8% |
| Cc1ccc(S(=O)(=O)c2nnn3c2nc(NCCc2ccccc2)c2sccc23)cc1 | -4% |
| Cc1ccc(OCCn2c(COc3ccc(Cl)cc3)nc3ccccc32)cc1 | 4% |
| C[C@H]1CN([C@@H](C)CO)S(=O)(=O)c2ccc(Br)cc2O[C@@H]1CN(C)C(=O)Nc1ccc2c(c1)OCO2 | -5% |
| CCN(Cc1ccccc1)C(=O)c1cc2c(s1)-c1c(C)cccc1OC2 | 1% |
| Cc1ccc(-c2nnc(SCCOc3ccccc3)o2)cc1 | 0% |
| Cc1cc(C(F)(F)F)c2c(N)c(C(=O)Nc3c(Cl)cccc3Cl)sc2n1 | 1% |
| O=C(Nc1ccc2nc(SCC(=O)N3CCCC3)sc2c1)c1cccc(Cl)c1 | -12% |
| Cc1nnc2c(Nc3cccc(O)c3)nc3ccccc3n12 | -3% |
| CCCCN(C)c1nnc(NC(=O)Nc2ccc(Br)c(C)c2)s1 | -6% |
| Cc1nnc(NC(=O)CSc2nc3c([nH]c4ccccc43)c(=O)n2-c2ccc(Cl)cc2)s1 | 7% |
